Screens (PubChem)
D1 antag – antagonists of human D1 dopamine receptor; AID 504652; activity change, negative = inhibition, % at 10 µM; P21728; HEK293 TREx D1 cells, calcium flux, dopamine EC80; stronger effect = lower value; hit rate 3.2% among 360,000; in the data active = activity change below about -30%; note: % is set by controls: 0 for no effect and ±100 for the full control effect
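Tetracycline-induced HEK293 Trex D1 cells, force-coupled to calcium, dye-loaded; compounds added and read 180 s, then EC80 dopamine added and calcium flux tracked kinetically another 180 s.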
Vif-A3F inh – inhibitors of Vif-A3F interaction | HeLa A3F-eYFP + Vif (tagged APOBEC3F with the HIV-1 protein that degrades it), YFP fluorescence increase | Potency, µM (highest dose often 46.1 µM), for inactives: at the highest dose activity, negative = active | hit rate 0.2% among 390,000; note: potency is the fitted concentration of half-maximal effect; % of control where 0% means no effect; nearly all actives have a fitted effect of over 65% in size
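Fluorescence increase (Ex 488/Em 500-530) after overnight compound treatment at 37 deg C flags inhibition of Vif-driven A3F-eYFP loss in stable HeLa A3F-eYFP/Vif cells seeded overnight beforehand.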
Vif-A3G inh – inhibitors of Vif-APOBEC3G interaction. hit rate 0.076% among 410,000. HeLa A3G-eYFP + Vif (tagged APOBEC3G with the HIV-1 protein that degrades it), YFP fluorescence, overnight. Potency, µM (highest dose often 46.1 µM), for the others: at the highest dose activity, negative = active, most hits filed as inhibitors. AID 602310. Q9HC16;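 note: potency is the fitted concentration of half-maximal effect; % is set by controls: 0 for no effect and ±100 for the full control effect; nearly all actives have a fitted effect of over 60% in size; hits raise eYFP signal because A3G escapes Vif-driven loss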
Target sequence (Q9HC16 whole entry, looked up): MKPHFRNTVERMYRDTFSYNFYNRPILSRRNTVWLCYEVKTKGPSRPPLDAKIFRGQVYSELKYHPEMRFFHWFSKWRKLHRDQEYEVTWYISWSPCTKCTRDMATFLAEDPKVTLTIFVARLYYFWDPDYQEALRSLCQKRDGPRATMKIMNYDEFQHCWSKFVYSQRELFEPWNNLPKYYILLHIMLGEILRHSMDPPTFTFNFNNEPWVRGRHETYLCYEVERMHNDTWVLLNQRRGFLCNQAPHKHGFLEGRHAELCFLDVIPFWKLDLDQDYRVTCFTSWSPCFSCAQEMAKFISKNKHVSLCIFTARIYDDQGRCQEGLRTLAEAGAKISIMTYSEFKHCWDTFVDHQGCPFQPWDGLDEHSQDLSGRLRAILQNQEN
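Read-out is eYFP fluorescence (Ex 488/Em 500-530) from Vif-expressing HeLa A3G-eYFP cells; more signal means A3G escaped Vif-mediated degradation. Cells plated overnight, compound pinned in, incubated overnight at 37 deg C.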
RXFP1 agonist – activates the human relaxin receptor RXFP1. Q9HBX9. HEK293T-RXFP1 cAMP TR-FRET, 30 min; response scale: percent of porcine relaxin response, buffer zero. Potency, µM (doses to about 57.5 µM), without a hit: at the top dose activation, hits mostly activators. hit rate 0.3% among 370,000; note: potency is the fitted concentration of half-maximal effect; % is set by controls: 0 for no effect and ±100 for the full control effect; nearly all actives have a fitted effect of over 60% in size; many of its hits are not listed in these tables
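cAMP rise read by TR-FRET after 30 min, 37C compound exposure (up to 58 uM) in RXFP1-transfected HEK293 cells with Ro 20174 present. EC50 from Hill-equation fits, with 29 nM porcine relaxin as 100% and buffer as basal.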
Glioma ERSR ind – induces the endoplasmic reticulum stress response in human glioma cells. U87-MG GRP78 promoter luciferase reporter, 16 h. Potency, µM, inactives show top-dose activation, most hits filed as activators. hit rate 0.02% among 420,000; note: potency is the fitted concentration of half-maximal effect; series mostly up to about 76 µM; % of control where 0% means no effect; nearly all actives have a fitted effect of over 35% in size
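Stably transfected U87-MG human glioma cells carrying a GRP78-based luminescent sensor were seeded at 1000 cells/well, pin-dosed with compounds and incubated 16 h. Luciferase reagent was then added, and end-point luminescence was read after 10 min at room temperature.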
D2 potentiator – positive allosteric modulators of human D2 dopamine receptor | AID 485347 | hit rate 0.34% among 340,000 | HEK293 T-REx D2, calcium flux, EC20 dopamine potentiation | potentiation, % at 10 µM;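 active = potentiation over 3 SD above the plate norm, cut at about 30% in these data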; note: 0% is about no effect
Target sequence (P14416 whole entry, looked up): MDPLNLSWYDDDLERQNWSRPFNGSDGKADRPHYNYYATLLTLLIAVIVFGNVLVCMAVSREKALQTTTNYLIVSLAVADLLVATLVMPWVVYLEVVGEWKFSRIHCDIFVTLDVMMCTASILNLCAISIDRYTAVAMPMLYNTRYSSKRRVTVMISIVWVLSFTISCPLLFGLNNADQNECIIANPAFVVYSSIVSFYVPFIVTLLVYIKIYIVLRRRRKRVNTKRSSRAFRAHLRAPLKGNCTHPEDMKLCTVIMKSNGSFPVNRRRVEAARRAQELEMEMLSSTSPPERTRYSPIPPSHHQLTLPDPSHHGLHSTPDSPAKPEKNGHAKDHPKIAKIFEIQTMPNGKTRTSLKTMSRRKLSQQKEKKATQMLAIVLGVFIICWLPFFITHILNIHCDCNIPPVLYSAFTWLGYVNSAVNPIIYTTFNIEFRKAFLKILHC
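Potentiation of an EC20 dopamine calcium response is measured in a force-coupled, tetracycline-inducible Hek293 Trex D2 line. Compound-only kinetic reads over 180 s flag agonists before dopamine addition.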
D1 ag – activates the human D1 dopamine receptor | HEK293 T-REx D1 cells, calcium flux, agonist mode | activation, % at 2 µM | hit rate 1% among 360,000; in the data active = activation above about 30%; note: 0% is about no effect
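Inducible HEK293 T-REx D1 cells, force-coupled to calcium signalling, were plated at 4000 cells/well with tetracycline and held overnight at 30 C. After no-wash calcium dye loading, compound-evoked calcium rise over 180 s flagged agonists.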
D1 PAM – enhances dopamine response at the human D1 receptor; hit rate 0.036% among 360,000; potentiation, % at 10 µM; HEK293 TREx D1 cells, calcium flux, dopamine EC20 potentiation; P21728; in the data active = potentiation above about 30%; note: 0% is about no effect
RXFP1 antag – blocks the human relaxin receptor RXFP1; Q9HBX9; HEK293-RXFP1, relaxin-stimulated cAMP HTRF, 30 min; stronger effect = lower value; activity change, negative = inhibition, % at 57.5 µM; hit rate 0.59% among 350,000;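 active = activity change of -60% or lower, but not beyond a set lower limit; inconclusive = change between -60% and -40%, or beyond the set limit; inactive = change above -40%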; note: % is set by controls: 0 for no effect and ±100 for the full control effect
* = called active by the depositor; ? = inconclusive; . = not tested or not shown; [ ] = dose if it differs, or a comment. Unless noted, calls come from the whole dose curve; as a rule, active = well fitted curve in the direction sought with a large enough effect; inconclusive = small, poorly fitted or top-dose-only effect, or another doubt; inactive = no such curve, though single readings can be large; an effect the other way counts as inactive or inconclusive. A portion of the library; rates above refer to the full screens.

SMILES | D1 antag | Vif-A3F inh | Vif-A3G inh | RXFP1 agonist | Glioma ERSR ind | D2 potentiator | D1 ag | D1 PAM | RXFP1 antag
COc1ccc(CCNC(=O)CC2SC(=NCCc3ccccc3)NC2=O)cc1OC (stereo not given) | -1 | ? | -5% | -0.5% | -8% | 10 | 1 | 0 | -6
COc1ccc(C(=O)CN2C(=O)c3ccccc3C2=O)cc1 | 12 | 0% | 1% | 3.7% | -3% | -2 | 3 | -3 | 4
Cc1cccc(OCCCn2c(CO)nc3ccccc32)c1 | -21 | 0% | -1% | -2.8% | 3% | 1 | 3 | -5 | 2
COc1ccccc1CNC(=O)Nc1cccs1 | 1 | . | 0% | -0.6% | -2% | -15 | 0 | -4 | 0
COc1cc(SC)ccc1C(=O)OCC(=O)NC1CCCCC1 | -32* | 10% | -4% | 5.7% | 4% | -1 | 1 | 2 | 6
COc1ccc(NS(=O)(=O)c2ccc(-n3cccn3)cc2)cc1OC | -33* | 5% | 4% | -4.1% | -4% | 17 | 15 | -7 | -13
COc1ccc(O)c(C(=O)c2cnn(C(=O)c3cc(C)oc3C)c2)c1 | -46* | -7% | -6% | 1.1% | -4% | -3 | 2 | -9 | -9
CC(C)CC1CCCCC1OC(=O)C[N+]1(C)CCCCC1 (stereo not given) | 12 | -11% | 5% | -0.2% | -2% | -14 | 14 | 1 | 9
COc1cccc(OC)c1C(=O)Nc1ccnn1C | -1 | 1% | 1% | 0.0% | -4% | -3 | 2 | -5 | 5
Cc1cc(NC(=O)C2CCN(S(=O)(=O)c3ccc(Br)s3)CC2)ccc1Br | -18 | 0% | -3% | -0.1% | -2% | 12 | 0 | -3 | -5
Cc1ccccc1CNC(=O)CC1C(=O)NCCN1CC1CCCCC1 (stereo not given) | 5 | 20% | -4% | -2.4% | -3% | 3 | 0 | -3 | -2
CCC1CCC(C(=O)NNC(=O)c2cc(-c3ccco3)[nH]n2)CC1 (stereo not given) | 2 | 0% | 2% | -0.7% | 4% | 0 | -3 | -1 | -11
Nn1c(Cc2cccc3ccccc23)nnc1SCCOc1ccc(F)cc1 | -98* | 0% | 1% | 1.9% | -4% | -6 | 5 | -4 | -6
CCCNS(=O)(=O)c1ccc(OCC(=O)N2CCN(c3ccccc3)CC2)cc1 | -15 | -3% | 0% | -0.7% | -4% | 8 | 2 | -4 | -6
CC1CCN(C(=O)c2ccc(NS(=O)(=O)c3ccc4[nH]c(=O)[nH]c4c3)cc2)CC1 | -1 | -1% | -1% | 0.3% | -1% | 1 | 0 | -11 | -2
CCCCC1CCC(/C(N)=N/O)CC1 (stereo not given) | 3 | 1% | 3% | -0.5% | -2% | 8 | 1 | 3 | -14
CC1CCCCN1C(=O)COC(=O)c1ccc2c(c1)C(=O)N(Cc1ccco1)C2=O (stereo not given) | 8 | -4% | -4% | -0.6% | 0% | 14 | 4 | 1 | 5
O=C(CN1CCOC1=O)N1CCCC(Nc2ccc(F)c(F)c2)C1 (stereo not given) | 6 | 2% | -1% | -1.4% | 6% | 5 | 1 | 0 | 7
COc1cccc(-c2cc(C(F)(F)F)nc(N3CCOCC3)n2)c1 | 9 | -5% | 0% | 3.8% | 1% | 4 | 6 | 2 | -17
O=C(Cc1cccc2ccccc12)NNC(=O)c1cccs1 | 1 | -10% | -1% | 3.0% | 3% | -8 | 1 | -5 | 7
CCCN(C(=O)c1ccc(N2CCCC2=O)cc1)c1c(N)n(Cc2ccccc2)c(=O)[nH]c1=O | -10 | -7% | -1% | 2.1% | -4% | -7 | -1 | 2 | -7
CCN(Cc1ccncc1)Cc1nc(CC2CC2)no1 | -3 | -6% | 3% | 1.3% | -2% | -2 | 2 | -3 | -15
CC(C)c1ccc(C(O)c2cnc(C(C)C)n2C)cc1 (stereo not given) | -12 | -1% | 5% | 1.1% | 2% | 1 | 6 | -5 | .
COc1ccc(NC(=O)CN(C)CC(=O)N(CC(C)C)c2c(N)n(CC(C)C)c(=O)[nH]c2=O)cc1 | . | -17% | -16% | . | -3% | . | . | . | 5
CCC(=O)N1CCc2nc(-c3ccccc3)sc2C1 | -17 | 3% | -10% | 0.0% | 2% | . | 4 | 6 | -5
Cn1c(NCc2ccco2)nc2ccccc21 | 5 | -2% | 1% | 0.7% | 0% | 0 | 1 | 5 | -9
O=S(=O)(c1cnccc1N1CCN(/N=C/c2ccc(Br)cc2)CC1)N1CCCCC1 | -6 | -2% | 2% | 3.7% | -3% | 20 | 2 | -6 | 0
CCN(Cc1ccncc1)C(=O)c1ccc(C)c(S(=O)(=O)N2CCCCC2)c1 | . | -1% | 2% | . | -1% | . | . | . | -7
COc1ccc([C@]23Cc4cc(C#N)ccc4C(O2)c2c(cc(C)n(-c4ccccc4)c2=O)O3)cc1 | -6 | . | . | 1.1%[11.5 µM] | . | . | 0 | -4 | .
CCOc1ccccc1NC(=O)Nc1ccc2c(c1)CCC2 | -19 | 0% | -7% | -1.2% | 3% | -20 | 1 | 3 | -6
NC(=O)c1ccc(NC(=O)c2cncn2-c2ccccc2)cc1 | 0 | -4% | -1% | 2.1% | 4% | . | 1 | -2 | -2
S=C(NCCc1c[nH]c2ccccc12)NC1CCCC1 | -39* | 10% | 0% | -1.9% | 2% | 2 | 7 | 1 | -7
O=C1N/C(=N/N=C/c2ccco2)SC1Cc1ccccc1 (stereo not given) | 7 | -1% | -6% | -1.5% | -1% | -2 | 1 | 0 | -6
CCc1nnc(SCc2nc(-c3ccc(OC)c(OC)c3)oc2C)c2cc3sc(C)cc3n12 | 4 | 6% | 7% | 3.3% | -3% | -8 | 2 | -1 | 9
COc1ccc(NC(=O)CN(C)C(=O)CNC(=O)c2ccc3c(c2)OCO3)cc1 | -11 | -3% | -4% | -0.1% | -4% | 3 | 0 | 3 | -3
CC(=O)Nc1ccc2nc(NC(=O)c3cccnc3)sc2c1 | -27 | 3% | -1% | 1.8% | -4% | -2 | 1 | -5 | 2
O=C(Nc1cccc(N2C(=O)C=CC2=O)c1)c1cccs1 | -24 | . | . | -0.1% | . | 2 | 10 | -12 | .
CCC(Sc1nnc(-c2ccc(OC)cc2)c(-c2ccc(OC)cc2)n1)C(=O)Nc1cccc(OC)c1 (stereo not given) | 5 | 4% | 1% | 0.9% | -3% | -4 | 2 | -1 | 2
CSCC[C@H](NC(=O)[C@H]1N2C(=O)c3ccccc3C2SC1(C)C)C(=O)NCc1ccncc1 (stereo not given in full) | -5 | 3% | 0% | 1.1% | 1% | -6 | 4 | 0 | 10
Cc1ccc(NC(=O)c2ccc([N+](=O)[O-])cc2)cc1S(=O)(=O)N(C)C | -7 | -2% | 2% | 0.5% | 2% | -7 | 0 | 0 | 8
COc1ccc(NC(=O)C[C@H]2C(=O)N(c3ccccc3)C[C@@H]2Cc2ccccc2)cc1 | . | 13% | 0% | . | -3% | . | . | . | 2
COc1cc(OC)cc(C(=O)O/N=C(\N)c2ccccn2)c1 | -1 | -12% | -7% | -2.7% | -4% | 27 | -1 | -6 | -4
CCOc1cc(CNc2ccc3c(c2)OCCO3)cc(Br)c1OCC(N)=O | -2 | -8% | ? | 3.7% | -1% | 1 | 2 | -6 | 12
Cc1ccc(O)c(NC(=S)NC(=O)c2ccc(-c3ccc(Cl)cc3)o2)c1 | . | 5% | -7% | . | -16% | . | . | . | -7
Cc1cc(NC(=O)Nc2cccc(C(F)(F)F)c2)n(C)n1 | -28 | 10% | 4% | -1.4% | -5% | -7 | 5 | -3 | 4
CN(Cc1ccccc1)C(=O)c1ccc(NC(=O)C2=CSCCO2)cc1 | -14 | -1% | -1% | -0.5% | 4% | 7 | 7 | -2 | 2
CN1CCN(C(=O)c2cnn(-c3ccccc3)c2NC(=O)c2ccccc2Cl)CC1 | 6 | -24% | -2% | -3.5% | -6% | -10 | 2 | 3 | 0
Cc1cccc2nc(-c3cccnc3)c(Nc3ccccc3)n12 | 10 | -10% | -2% | 1.1% | -4% | 6 | 1 | 1 | -12
O=C(c1cccc(S(=O)(=O)N2CCc3ccccc32)c1)N1CCc2ccccc2C1 | -82* | 4% | 1% | -0.7% | -4% | -5 | 11 | . | -12
CC(C)Nc1nc(NNc2nc(Cl)nc(NC(C)(C)C)n2)nc(NC(C)C)n1 | 4 | -10% | 1% | 0.3% | -6% | 2 | 7 | 0 | -6
(continued)
SMILES | D1 antag | Vif-A3F inh | Vif-A3G inh | RXFP1 agonist | Glioma ERSR ind | D2 potentiator | D1 ag | D1 PAM | RXFP1 antag
O=C(NCCc1c[nH]c2ccccc12)C(=O)NCC1OCCN1S(=O)(=O)c1ccc(F)cc1 (stereo not given) | -8 | 5% | 1% | 1.0% | 2% | 5 | 0 | -3 | -10
O=S(=O)(c1ccc2c(c1)OCCO2)N1CCN(c2cccc(Cl)c2)CC1 | -9 | -5% | -2% | 2.5% | -4% | . | 12 | -2 | -1
CC(=O)Nc1sc(C)c(C)c1C(=O)OCC(=O)Nc1cc(S(C)(=O)=O)ccc1Cl | -22 | 0% | -14% | 0.7% | 0% | -12 | 3 | -13 | -3
O=C(CCn1cnc2onc(-c3ccc(F)cc3)c2c1=O)N1CCN(c2ccccc2F)CC1 | -2 | 3% | 1% | 27% | 0% | 3 | 4 | -2 | -16
CCc1nc(SCC(=O)Nc2ccccc2C)n[nH]1 | -5 | -10% | -1% | -1.3% | -1% | 11 | 1 | 2 | -4
COc1ccccc1/C=C1\SC(=S)N(CCC(=O)N2CCCCC2CCO)C1=O (stereo not given) | 8 | 0% | 1% | 0.7% | 4% | 2 | 2 | -6 | -2
COc1ccc(Nc2nc(-c3cc4cccc(OC)c4oc3=O)cs2)cc1 | -20 | ? | -2% | 2.2% | 3% | 4 | 6 | -2 | -10
CCOC(=O)c1c(N2C(=O)CC(Sc3ccccc3C(=O)O)C2=O)sc(C)c1C (stereo not given) | -7 | -7% | -12% | 8.0% | -4% | -2 | 1 | -3 | 2
CCN(Cc1ccc2c(c1)OCCO2)C(=O)CSc1nc(C)nc2sc(C)c(C)c12 | -20 | 0% | 0% | 2.1% | -6% | 3 | 9 | . | -16
